# PfHsp90 yeast 2: growth inhibition of PfHsp90-expressing yeast, primary screen, antimalarial PfHsp90 inhibitor project, S. cerevisiae, BacTiter-Glo luminescence, single point, set 2 | BacTiter-Glo ATP, 48 h; yeast lacking PDR1 and PDR3 efflux regulators | inhibition, % at 9.4 µM | 310,000 tested, 0.32% active | AID 504621, 2011;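 active = every replicate shows inhibition above about 80%, whatever the replicate mean, limit read from the data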;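 also: 0% = DMSO neutral controls and 100% = 20 µM radicicol positive controls; yeast relying on Plasmodium falciparum Hsp90 in place of its own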
# NSD2 inh: NSD2 histone methyltransferase inhibitors, primary screen, biochemical, AlphaScreen, single concentration, set 2. 310,000 tested, 0.54% active. inhibition, % at 12.5 µM. NSD2 peptide methylation, 120 min; in the data active = inhibition above about 50%
# RTF Ca sens act: cardiac RTF calcium sensitivity activators, primary screen, biochemical, IANBD-TnC fluorescence, EC20 calcium | IANBD-labeled TnC RTF fluorescence at EC20 calcium; 0% EC20 calcium, 100% full calcium | Troponin I, cardiac muscle (Homo sapiens) + Troponin T, cardiac muscle (Homo sapiens) + … | AID 493008, 2010 | activation, % at 7.2 µM | 340,000 tested, 0.24% active;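 active = activation above the mean over all tested compounds plus 3 SD, cut at about 30% in these data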;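 also: rise in fluorescence read as greater calcium sensitivity of cardiac thin filaments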
# CDK5 inh: inhibitors of human CDK5/p35 kinase, primary screen, biochemical, single concentration; 330,000 tested, 0.01% active; inhibition, % at 10 µM; AID 488839, 2010; Cyclin-dependent kinase 5 (Homo sapiens) + Cyclin-dependent kinase 5 activator 1 (Homo …; Recombinant CDK5/p35, ADP-Glo luminescence, 60 min;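 active = highest replicate inhibition of at least 50% and at least 75% of replicates reaching 50%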;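 also: plate controls were DMSO neutral control for no effect and GW8510 at 10 µM for full effect; many of its hits are not listed in these tables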
# Keap1-Nrf2 PPI: Keap1-Nrf2 protein-protein interaction inhibitors, primary screen, biochemical, fluorescence polarization, single point | Kelch-like ECH-associated protein 1 (Homo sapiens), Q14145 | Keap1 Kelch-Nrf2 peptide fluorescence polarization, 1536-well | inhibition, % at 9.4 µM | 340,000 tested, 0.15% active | AID 504523, 2011; in the data active = inhibition above about 12%;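 also: human Keap1 Kelch domain with fluorescein labeled Nrf2 9mer peptide probe; 0% = neutral control wells and 100% = peptide positive control; higher means more block of Keap1 binding to Nrf2 peptide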
# RTF Ca sens inh: cardiac RTF calcium sensitivity inhibitors, primary screen, biochemical, IANBD-TnC fluorescence, EC70 calcium; inhibition, % at 7.15 µM; Troponin I, cardiac muscle (Homo sapiens) + Troponin T, cardiac muscle (Homo sapiens) + …; 340,000 tested, 0.12% active; IANBD-labeled cardiac RTF, Ca2+ fluorescence;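 active = inhibition above the mean inhibition of all tested compounds plus 3 SD, cut at about 17% in these data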;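 also: assay run at fixed EC70 calcium of 1.6 mM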
# Rtt109 HAT inh: inhibitors of C. albicans Rtt109/Vps75 HAT, primary screen, biochemical, ThioGlo CoA-SH fluorescence, plate reader. purified Rtt109/Vps75, 4 h. inhibition, % at 34.9 µM. 330,000 tested, 0.16% active. AID 540336, 2011;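 active = inhibition of at least 50% in every replicate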
# SUMO Mot1 rescue: yeast Mot1-301 growth rescue at high temperature, primary screen, SUMOylation pathway inhibitor project, S. cerevisiae, ATP luminescence, 38.5C; 320,000 tested, 1% active; AID 2716, 2010; growth rescue, % at 18.8 µM; S. cerevisiae Mot1-301 growth rescue; percent above DMSO median, 100 means doubled;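 active = every valid replicate shows activation above 250% relative to neutral control wells; inactive = the rest, any valid replicate at or below 250%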;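 also: OY570 slx delta 5 strain wells were the positive control but not used for scaling; some compounds called inactive have numbers as strong as hits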
# PvdQ acylase: P. aeruginosa PvdQ acylase inhibitors, primary screen, biochemical, fluorescence, plate reader and imaging, single point; PvdQ acylase [Pseudomonas aeruginosa LESB58]; purified PvdQ acylase; inhibition, % at 10 µM; 340,000 tested, 0.063% active; in the data active = inhibition above about 30%, passing the limit was not always enough;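 also: 0% = vehicle neutral wells and 100% = reference inhibitor wells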
# LANA DNA inh: inhibitors of KSHV C-LANA binding to DNA, primary screen, biochemical, fluorescence polarization, FAM-LBS DNA, MBP-C-LANA, single point; Kaposi's sarcoma herpesvirus LANA C-terminal domain (residues 932-1162) DNA binding; inhibition, % at 9 µM; 340,000 tested, 0.078% active; AID 504423, 2011;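 active = highest replicate inhibition at or above 60% at 9 µM, even if other replicates fall short; inactive = all replicates below 60% inhibition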;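 also: 0% = neutral control wells and 100% = 4 µM acridine orange control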
# dFosB act: activators of delta FosB homodimer, primary screen, biochemical, fluorescence polarization, TAMRA-CDK5 oligo, single point. Protein FosB (Mus musculus), P13346. purified delta FosB; percent of positive-control signal above neutral wells. activation, % at 25 µM. 340,000 tested, 0.99% active. AID 493131, 2011;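 active = mean activation above about 17%, with every replicate also reaching it, limit read from the data, passing the limit was not always enough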;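 also: fluorescence polarization rise as delta FosB binds a TAMRA Cdk5 AP-1 oligo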
# Active calls of the source: *; · = not tested or not shown; & = joins results of further samples.
# The opening 3 compounds, to show the layout:
[1] CC(C)NCC(O)COc1ccc(CCOCC2CC2)cc1 (centres undefined)
[2] Nc1cc(N2CCCC2)c(Cl)cc1[N+](=O)[O-]
[3] CCC(NC(=O)c1[nH]c(C)c(C(C)=O)c1C)c1ccc(Br)cc1 (centres undefined)
Assay by compound	1	2	3
PfHsp90 yeast 2	10	-11	6
NSD2 inh	·	5	8
RTF Ca sens act	3	0	-3
CDK5 inh	-0.1	6.2	-0.1
Keap1-Nrf2 PPI	-4	-2	-5
RTF Ca sens inh	3	11	-5
Rtt109 HAT inh	2	12	2
SUMO Mot1 rescue	3&-10	307*	125
PvdQ acylase	-10	8	4
LANA DNA inh	1.9	-0.1	-1.0
dFosB act	3	-16	-23

# This part in full (from the top)
[1] CC(C)NCC(O)COc1ccc(CCOCC2CC2)cc1 (centres undefined)
[2] Nc1cc(N2CCCC2)c(Cl)cc1[N+](=O)[O-]
[3] CCC(NC(=O)c1[nH]c(C)c(C(C)=O)c1C)c1ccc(Br)cc1 (centres undefined)
[4] CCOc1ccc(Br)cc1S(=O)(=O)NC1CC(C)(C)NC(C)(C)C1
[5] N/C(COc1cc(Cl)cc(Cl)c1)=N\O
[6] CCC(=O)OCCNc1cc(Sc2nc3ccccc3[nH]2)c2nonc2c1[N+](=O)[O-]
[7] CC(=O)c1cccc(N(CC(=O)Nc2ccccc2F)S(C)(=O)=O)c1
[8] Cc1c(C(=O)Nc2c(F)cccc2F)sc2ncnc(N3CCN(c4ccccc4)CC3)c12
Assay by compound	1	2	3	4	5	6	7	8
PfHsp90 yeast 2	10	-11	6	-11	-10	8	-17	3
NSD2 inh	·	5	8	-1	-2	-1	-3	·
RTF Ca sens act	3	0	-3	-4	17	7	-2	-5
CDK5 inh	-0.1	6.2	-0.1	0.8	0.0	0.8	0.2	-2.5
Keap1-Nrf2 PPI	-4	-2	-5	-3	5	-1	4	-2
RTF Ca sens inh	3	11	-5	-10	-2	-16	-1	-5
Rtt109 HAT inh	2	12	2	4	2	4	26	2
SUMO Mot1 rescue	3&-10	307*	125	-4	1	6	-12	1
PvdQ acylase	-10	8	4	-13	0	12	16	-3
LANA DNA inh	1.9	-0.1	-1.0	-3.5	-1.2	-3.1	0.5	-0.6
dFosB act	3	-16	-23	1	-3	-4	-6	-2

[9] Cc1ccc(S(=O)(=O)CCC(=O)OCC(=O)NCc2ccc(Cl)cc2)cc1
[10] COc1ccc(/C=C/C(=O)OCC(=O)NC2CCCCCC2)cc1OC
[11] CN1CCC(OC(=O)c2ccc(Cl)cc2Cl)CC1
[12] Cc1ccc(O)c(-c2cc(C(F)(F)F)[nH]n2)c1
[13] O=C(C=Cc1ccco1)c1ccco1
[14] CO/N=C(\C)C(Cc1ccc(Cl)nc1)Cc1ccc(Cl)nc1
[15] COc1ccc(NC(=O)CC2SC(N3CCOCC3)=NC2=O)cc1OC (centres undefined)
[16] O=C(N1CCc2[nH]c3ccccc3c2C1)C(F)(F)F
Assay by compound	9	10	11	12	13	14	15	16
PfHsp90 yeast 2	-18	11	-7	·	4	1	31	7
NSD2 inh	-1	-7	6	-1	0	-5	-3	3
RTF Ca sens act	15	-5	-4	0	4	-1	0	3
CDK5 inh	0.0	2.5	-0.4	0.0	1.5	0.1	-0.1	1.7
Keap1-Nrf2 PPI	-6	1	-1	1	-1	3	-3	-1
RTF Ca sens inh	-14	1	0	0	-9	-5	-2	-7
Rtt109 HAT inh	1	1	-4	-4	-1	-9	0	17
SUMO Mot1 rescue	6	-39	69	-25	·	-35	61	47
PvdQ acylase	-1	4	-19	-8	-4	-5	-11	-1
LANA DNA inh	-0.6	0.4	1.0	-0.7	7.0	-1.2	-1.6	0.6
dFosB act	8	-3	4	-9	1	0	-1	6

[17] Cc1cccc(C(=O)N2CCN(Cc3nc4sc5c(c4c(=O)[nH]3)CCCC5)CC2)c1
[18] CCCCCCC(=O)Oc1cccc(N2C(=O)C3CCCCC3C2=O)c1 (centres undefined)
[19] Cc1ccccc1NS(=O)(=O)c1cc(S(C)(=O)=O)ccc1C
[20] COc1ccc(CC(=O)OCC(=O)NCc2ccc(F)cc2)cc1
[21] COc1ccc(NC(=O)CSc2ccc3c(c2)OCCO3)cc1
[22] CN1CCC(N(C)C(=O)c2ccc(Cl)c(S(=O)(=O)N3CCCCC3)c2)CC1
[23] CCOc1c2ccc(C(=O)NCc3ccc4c(c3)OCO4)cc2nn1CCOC
[24] COc1cccc2cc(C(=O)NCc3ccco3)c(=Nc3ccc(C(=O)O)cc3)oc12
Assay by compound	17	18	19	20	21	22	23	24
PfHsp90 yeast 2	1	33	18	-7	-18	·	8	16
NSD2 inh	7	-3	0	0	0	3	·	·
RTF Ca sens act	-1	2	4	4	-7	-4	-5	-1
CDK5 inh	0.1	-0.8	-0.3	-0.5	7.9	-1.9	-1.2	-0.2
Keap1-Nrf2 PPI	-4	0	1	-3	-1	-4	5	0
RTF Ca sens inh	-3	4	-8	2	1	-11	2	-16
Rtt109 HAT inh	11	-10	-21	8	5	-2	-8	6
SUMO Mot1 rescue	5	·	4	10	15	·	0	4
PvdQ acylase	-5	-9	-8	9	7	-10	-8	-4
LANA DNA inh	-0.8	-0.5	-0.7	3.7	1.4	-4.6	-0.6	1.4
dFosB act	-27	-12	4	1	-6	-7	-6	-33

[25] CCn1cc(C(=O)O)c(=O)c2cc(F)c(N/N=C/c3ccccc3)cc21
[26] CC(=O)Nc1ccc(Sc2ccccc2C(=O)Nc2ccc(F)cc2)cn1
[27] COC(=O)C(Cc1ccccc1)NC(=O)CC(C)CC(=O)Nc1ccc(OC)cc1OC (centres undefined)
[28] CCOC(=O)c1c(NC(=O)COC(=O)CC(NC(C)=O)c2ccccc2)sc(C(=O)NC)c1C (centres undefined)
[29] CCNS(=O)(=O)c1ccc(NC(=O)CC(C)c2ccccc2)cc1 (centres undefined)
[30] CCc1cccc(CC)c1NC(=O)C1CCN(C(=O)c2ccco2)CC1
[31] Cc1nc2ccccc2c2oc(C(=O)NCC3CCCO3)cc12 (centres undefined)
[32] CC(C)(C)n1nnnc1SCC(=O)Nc1nn(-c2ccccc2)nc1C(N)=O
Assay by compound	25	26	27	28	29	30	31	32
PfHsp90 yeast 2	4	-4	-5	-6	7	21	-21	·
NSD2 inh	-1	-1	-1	·	-2	-4	7	-2
RTF Ca sens act	0	-6	3	-1	1	8	3	5
CDK5 inh	-0.2	2.3	-1.5	0.0	-1.9	-0.8	3.1	0.8
Keap1-Nrf2 PPI	2	-2	-6	-2	-1	-6	-1	-4
RTF Ca sens inh	3	-4	-7	-5	-15	-23	-7	-11
Rtt109 HAT inh	-3	-4	-2	1	9	-2	-3	3
SUMO Mot1 rescue	21	-5	3	-9	-7	-1	15	-17
PvdQ acylase	-5	22	-8	-8	7	-14	-15	-9
LANA DNA inh	1.9	0.0	-0.9	-1.8	0.7	-0.5	0.0	-1.0
dFosB act	1	0	-10	-8	-7	1	-17	-18

# Quoted from the listing:
# cpd 26 in dFosB act is listed with 0
# cpd 31 in NSD2 inh is listed with 7
# cpd 30 in SUMO Mot1 rescue is listed with -1
# cpd 28 in dFosB act is listed with -8

# (more compounds)
[33] Cc1cc(C)c(NC(=O)CSc2nc(COc3ccccc3)nc3ccccc23)c(C)c1
[34] CN(C)c1ccc(C(C(=O)NCC2CCCO2)N(C(=O)c2snc(C(N)=O)c2N)c2ccc3c(c2)OCO3)cc1 (centres undefined)
[35] Nc1cc(Cl)ccc1Oc1ccc2ccccc2c1
[36] COc1cc(/C=C/C(=O)N2CCN(Cc3ccccc3)CC2)cc(OC)c1OC
[37] COc1ccc(/C(C)=N/NC(=O)CNC(=O)/C=C\c2ccccc2)c(OC)c1
[38] O=C(Nc1ccc(-c2csc(Nc3ccccc3)n2)cc1)c1cccc(C(F)(F)F)c1
[39] CCOc1ccc(C2c3c(oc4cc(C)c(C)cc4c3=O)C(=O)N2CCCN2CCOCC2)cc1 (centres undefined)
[40] Cn1nc(CC(=O)NC2CCCCCCCCCCC2)c2ccccc2c1=O
Assay by compound	33	34	35	36	37	38	39	40
PfHsp90 yeast 2	-1	-6	-18	-3	-3	-20	14	-1
NSD2 inh	·	12	3	1	21	·	·	0
RTF Ca sens act	-1	0	-3	-5	-5	-5	-1	4
CDK5 inh	-0.5	1.0	0.0	-1.0	-0.2	-0.9	1.4	-1.1
Keap1-Nrf2 PPI	3	-3	-1	-5	1	4	-7	-1
RTF Ca sens inh	1	-1	3	-7	6	6	-1	-10
Rtt109 HAT inh	-3	3	4	0	4	2	14	0
SUMO Mot1 rescue	1	-16	232	-11	73	-12	-3	8
PvdQ acylase	5	-11	2	-1	-3	0	-3	-2
LANA DNA inh	0.1	-0.1	2.1	-0.1	0.6	-0.4	-2.3	-2.5
dFosB act	-14	-5	4	-8	-13	2	7	5

[41] CCc1ccc(N2C(=O)CC(N3CCN(Cc4ccc5c(c4)OCO5)CC3)C2=O)cc1 (centres undefined)
[42] CCOC(=O)c1cnc2c(-c3ccccc3)cnn2c1C
[43] CCCCN=C1NN=C(c2ccc(C)c(C)c2)CS1
[44] CC1(C)Cc2c(cnn2-c2ccccc2)C(=O)/C1=N\NC(=O)c1ccccc1O
[45] O=C(CSc1nc(-c2ccccc2)cs1)N1CCN(C(=O)c2ccco2)CC1
[46] S=C(Cc1ccc(Cl)cc1)N1CCOCC1
[47] CCCCOC(=O)C1CCCC(C(=O)OCCCC)N1 (centres undefined)
Assay by compound	41	42	43	44	45	46	47
PfHsp90 yeast 2	-8	-7	-12	28	-29	9	24
NSD2 inh	-5	-4	-5	12	3	0	3
RTF Ca sens act	1	-8	·	3	3	-1	-2
CDK5 inh	0.7	0.1	-1.0	-0.2	0.1	2.5	-0.3
Keap1-Nrf2 PPI	-4	-1	-2	4	-2	-3	-4
RTF Ca sens inh	6	-10	·	-6	-7	-5	-7
Rtt109 HAT inh	1	1	-7	11	6	2	0
SUMO Mot1 rescue	1	-1	-8	-15	199	206	-1
PvdQ acylase	-16	-14	-7	-7	6	9	-15
LANA DNA inh	-0.6	-0.6	-1.3	0.4	-1.2	0.8	0.2
dFosB act	-6	1	-15	-4	-5	4	1

# Assay outcomes deposited in PubChem by several laboratories.
